Screening data from PubChem.
WRN inhibitor – inhibitors of human WRN helicase | Q14191 | WRN helicase unwinding, fluorescent forked duplex, kinetic | Potency, µM (highest dose often 114 µM), without a hit: top-dose activity change, negative = inhibition, most hits filed as inhibitors | 360,000 compounds, 0.46% hits | AID 651768; further: potency means the concentration at half of the fitted maximal effect; on the % scale 0 is the no-effect control and ±100 the full control effect; nearly all actives have a fitted effect of over 55% in size
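Screening of the MLSMR collection measured strand separation of a quenched forked DNA duplex (100 nM) by 20 nM WRN with 2 mM ATP, all final. Compounds were preincubated with enzyme 15 min at room temperature.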
EPAC1 antag – blocks human EPAC1 exchange factor | O95398 | EPAC1 GEF assay, Rap1b-BODIPY-GDP exchange fluorescence | Potency, µM (titrated, usually from 115 µM), for inactives: at the top dose activity change, negative = inhibition, usual class: inhibitors | 360,000 compounds, 0.14% hits | AID 720709;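 further: potency means the concentration at half of the fitted maximal effect; plate controls were vehicle for no effect and positive control for full effect; nearly all actives have a fitted effect of over 50% in size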
aSyn rescue – rescues yeast growth from alpha-synuclein toxicity; Yeast expressing alpha-synuclein, growth rescue, BacTiter-Glo, 24 h; Potency, µM (series often up to 46.1 µM), without a hit: at the highest dose growth rescue (activation), hits mostly activators; 370,000 compounds, 0.14% hits; AID 652106; further: potency means the concentration at half of the fitted maximal effect; % of control where 0% means no effect; nearly all actives have a fitted effect of over 65% in size
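Galactose-induced alpha-syn yeast (OD600=0.02, raffinose-pregrown) + pinned cpd, 24 hr, 30 deg C; growth by BacTiter-Glo luminescence. Growth restoration scores as activation.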
Abeta rescue – restores growth of yeast expressing A-beta42 peptide; yeast expressing A-beta42, growth rescue, OD600, 48 h; response scale: 0% DMSO, 100% iron-clioquinol control; Potency, µM (top dose mostly 46.1 µM), without a hit: at the top dose growth rescue, most hits filed as activators; 410,000 compounds, 0.063% hits; AID 1347071; further: potency means the concentration at half of the fitted maximal effect; nearly all actives have a fitted effect of over 55% in size
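Yeast growth medium received pinned compounds, then yeast cells expressing toxic A-beta were added; plates incubated at 30 C for 48 hr. Growth read as absorbance at 600 nm, normalized to DMSO and equimolar FeCl3 plus clioquinol controls.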
PI5P4Ka inh – inhibitors of human PI5P4K alpha; P48426; PI5P4Kalpha enzyme, ADP-Glo luminescence, 60 min; active compounds read low; max response, %; 330,000 compounds, 1.2% hits; AID 652105; active means max response of -50% or lower; inconclusive means between -30% and -50%; inactive means -30% or higher; further: value at the top dose of about 77 µM; on the % scale 0 is the no-effect control and ±100 the full control effect
Target sequence (P48426 whole entry, looked up): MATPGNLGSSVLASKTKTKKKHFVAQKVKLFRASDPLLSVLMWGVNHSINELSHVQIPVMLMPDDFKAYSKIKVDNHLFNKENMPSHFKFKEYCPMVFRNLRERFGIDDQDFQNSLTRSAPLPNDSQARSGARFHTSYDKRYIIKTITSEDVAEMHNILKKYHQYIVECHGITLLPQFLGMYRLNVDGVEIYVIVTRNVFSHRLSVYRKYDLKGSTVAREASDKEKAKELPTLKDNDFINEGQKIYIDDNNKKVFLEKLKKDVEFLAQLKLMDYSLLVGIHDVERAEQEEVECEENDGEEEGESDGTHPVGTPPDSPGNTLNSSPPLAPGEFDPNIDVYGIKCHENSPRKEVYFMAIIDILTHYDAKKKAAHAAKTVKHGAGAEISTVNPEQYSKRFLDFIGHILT
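Enzyme plus substrate dispensed, test compounds pinned in, then ATP (5 microM final) added. After 60 min at RT, ADP-Glo reagent 1 for 45 min and reagent 2 for 30 min preceded luminescence imaging.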
FUS suppressor – FUS proteinopathy suppression in yeast | S. cerevisiae FUS-expressing, growth rescue, OD600, 24 h | Potency, µM (highest dose often 76.6 µM), without a hit: top-dose growth rescue (activation), actives largely listed as activators | 390,000 compounds, 0.24% hits;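 further: potency means the concentration at half of the fitted maximal effect; plate controls were DMSO vehicle for no effect and reference control for full effect; nearly all actives have a fitted effect of over 55% in size; some results filed as inactive show a strong effect at the top dose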
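FUS-expressing yeast, raffinose-pregrown, induced in 2% galactose minimal medium at OD 0.005; compounds in a dilution series, 24hr at 30C. Growth restoration read as absorbance at 600 nm. CP55940 positive control, DMSO negative.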
PLK1 PBD block – blocks phosphopeptide binding to human PLK1 polo-box domain; P53350; 360,000 compounds, 2.8% hits; AID 720504; Plk1 PBD binding of FITC phosphopeptide, fluorescence polarization; Potency, µM, for the others: max response, negative = inhibition, hits mostly inhibitors; further: potency means the concentration at half of the fitted maximal effect; series mostly up to about 57 µM; on the % scale 0 is the no-effect control and ±100 the full control effect; nearly all actives have a fitted effect of over 65% in size
Target sequence (P53350 whole entry, looked up, the tested form may be a part): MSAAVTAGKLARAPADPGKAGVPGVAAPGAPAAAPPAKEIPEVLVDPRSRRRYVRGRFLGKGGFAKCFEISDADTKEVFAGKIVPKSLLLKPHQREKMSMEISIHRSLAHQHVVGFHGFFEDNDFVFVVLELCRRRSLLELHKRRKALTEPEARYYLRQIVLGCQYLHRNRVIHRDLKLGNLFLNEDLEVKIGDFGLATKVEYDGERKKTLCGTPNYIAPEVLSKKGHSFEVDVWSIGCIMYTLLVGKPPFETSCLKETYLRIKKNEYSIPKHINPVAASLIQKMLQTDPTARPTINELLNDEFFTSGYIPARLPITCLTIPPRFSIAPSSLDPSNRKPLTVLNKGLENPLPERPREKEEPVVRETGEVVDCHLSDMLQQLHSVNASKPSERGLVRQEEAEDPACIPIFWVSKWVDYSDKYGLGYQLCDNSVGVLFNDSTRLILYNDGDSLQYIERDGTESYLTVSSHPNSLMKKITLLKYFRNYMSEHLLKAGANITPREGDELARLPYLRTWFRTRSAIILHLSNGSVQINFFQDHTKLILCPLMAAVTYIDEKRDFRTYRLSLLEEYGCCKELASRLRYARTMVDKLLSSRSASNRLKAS
IL-2 act – activates IL-2 in a cell-based reporter assay | IL-2 activation reporter assay, cell-based qHTS; stimulated with anti-CD3/CD4/CD28 beads; in transgenic mouse T cells | activation, % (series mostly up to about 46 µM) | 360,000 compounds, 0.065% hits; in the data active means activation above about 50%; inconclusive means mostly about 30% to 49%; further: 0% is about no effect
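EGFP and DsRed fluorescence is measured by plate cytometry in unstimulated transgenic mouse T cells exposed to compound for 60 minutes, then stimulated 18 hours at 37 degrees C with anti-CD3/anti-CD4 beads plus anti-CD28.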
EPAC1 agonist – agonists of human EPAC1; EPAC1 agonist qHTS, biochemical assay; response scale: 100% = response to 6.5 mM cAMP; 360,000 compounds, 0.073% hits; Potency, µM (doses to about 154 µM), inactives show at the top dose activation, usual class: activators; O95398; AID 720707; further: potency means the concentration at half of the fitted maximal effect; nearly all actives have a fitted effect of over 60% in size
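Multi-concentration qHTS readout: loss of Rap1B-bound BODIPY-GDP fluorescence driven by 100 nM EPAC1 with excess GDP (50 uM), monitored kinetically at room temperature; agonist response expressed relative to 6.5 mM cAMP.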
An asterisk follows results filed as active; ? = inconclusive; nt = no result given; [ ] = another dose, or the depositor's remark. Unless noted, the call rests on the fitted dose curve; in most records, active means well fitted curve in the direction sought with a large enough effect; inconclusive means small, poorly fitted or top-dose-only effect, or another doubt; inactive means no such curve, though single readings can be large; an effect the other way counts as inactive or inconclusive.

SMILES	WRN inhibitor	EPAC1 antag	aSyn rescue	Abeta rescue	PI5P4Ka inh	FUS suppressor	PLK1 PBD block	IL-2 act	EPAC1 agonist
OCCC1CN(Cc2ccc(-n3cccn3)cc2)CCN1Cc1ccccc1 (stereo not drawn)	1.8%[57.1 µM]	-20.0%	3.1%	-9.1%	-0.7	5.9%	-7.9%	-1.2	1.4%
CCC(=O)Nc1cc2c(cc1C(=O)c1ccccc1)OCCO2	-11.2%	-12.2%	0.4%	8.7%	-4.9	-6.0%	-2.7%	-0.3	7.1%
Cc1ccccc1Cn1nnc(C(=O)Nc2cccc(C)c2C)c1N	-11.9%	-15.5%	13.7%	-84.0%[inhibitor]	-1.4	nt	-4.5%	-0.2	5.5%
Cc1ccc(C(C(=O)NC(C)(C)C)N(CCCN2CCOCC2)C(=O)c2ccc(-c3ccccc3)[nH]2)o1 (stereo not drawn)	-1.0%	-0.1%	0.8%	-22.7%	3.8	-0.9%	-2.0%	3.7	-1.7%
Cc1cc(C)nc(NN2C(=O)C=CC2=O)n1	-1.4%	4.1%	3.5%	4.5%	0.5	-19.9%	?	-1.2	13.4%
O=C(O)/C=C/c1cn(-c2ccccc2)nc1-c1ccc2c(c1)OCCO2	-6.7%	-1.5%	-1.3%	-8.3%	-7.0	19.5%	-6.1%	-1.2	0.1%
CCCS(=O)(=O)N1CCCC(C(=O)NCc2cccnc2)C1 (stereo not drawn)	-2.2%	3.8%	0.4%	17.3%	12.0	-11.6%	-3.3%	0.0	-3.1%
O=c1nc(N2CCCC2)nc(N2CCCC2)[nH]1	-4.0%	2.2%	-0.6%	-0.1%	6.6	-14.9%	10.0%	0.3	9.5%
Cc1ccc(C)c(-c2cc(C(=O)NN3CCOCC3)c3ccccc3n2)c1	-0.2%	-6.4%	6.2%	-1.5%	-3.6	5.8%	-0.5%	-1.0	-0.7%
Cc1cc(C(C)(C)C)ccc1OCCN(C)C	-9.7%	-3.3%	0.6%	-11.9%	-7.8	-22.0%	-9.0%	-0.6	-1.9%
O=C(/C=C/c1ccco1)NC(=S)Nc1cc(C(F)(F)F)ccc1N1CCOCC1	0.4%	-12.6%	1.0%	-10.4%	1.2	12.1%	-8.5%	-2.6	-12.4%
COc1ccc(S(=O)(=O)Nc2cc3c4c(oc3c3ccccc23)CC(C)(C)CC4=O)cc1	-7.4%	-8.3%	11.1%	4.8%	15.0	16.0%	-13.0%	-5.3	23.5%
Cc1occc1-c1nnc(SCC(=O)Nc2nccs2)n1CCc1ccccc1	-3.0%	-8.9%	-4.9%	-9.8%	-13.7	15.1%	?	-0.3	-0.9%
O=C(NCc1ccccc1)N1CCC(c2nc3ccccc3[nH]2)CC1	1.3%	3.4%	2.1%	-4.8%	nt	37.0%	-3.4%	-1.7	-5.2%
C=CCc1cc(Cl)ccc1OCCNCCOC	?	-19.8%	-10.1%	-1.7%	14.3	-3.9%	-11.0%	-4.7	4.7%
Cc1cc(Oc2ccc(Cl)cc2)nc(-c2ccccc2O)n1	-1.6%	7.6%	2.1%	22.5%	7.4	-26.1%	3.4%	-0.3	4.3%
COc1ccccc1NS(=O)(=O)c1ccc(C(=O)NCC(c2ccc(F)cc2)N2CCOCC2)cc1 (stereo not drawn)	-0.8%	-17.6%	1.6%	-12.6%	0.6	4.7%	-1.4%	0.9	-4.6%
Cc1nc(NC(=O)CSc2nnnn2Cc2ccccc2)sc1C	1.5%	2.8%	1.7%	15.9%	1.0	15.9%	-7.2%	-1.8	1.5%
O=C(c1cc(-c2ccccc2)on1)N1CCCC1	2.3%	-8.4%	4.0%	-10.9%	nt	-19.7%	-8.1%	-2.7	9.0%
CC1(C)Oc2ccc3ccc(=O)oc3c2C(/C=N/O)=C1Cl	9.8%	8.3%	10.4%	-3.5%	-10.0	-31.2%	5.5%	-2.4	-2.6%
Cn1c(SCC(=O)N2CCN(c3cccc(Cl)c3)CC2)nnc1-c1ccncc1	-6.6%	-3.2%	0.4%	-15.0%	nt	24.9%	-7.2%	-1.9	0.8%
CCOc1cc(/C=N/Nc2cccc(C(=O)O)c2)ccc1OC(=O)c1ccccc1	-20.3%	?	-1.5%	3.2%	4.6	15.2%	29.9µM*	-0.2	-0.3%
Cc1cc(C(=O)NC(C)CCc2ccccc2)ccc1[N+](=O)[O-] (stereo not drawn)	5.3%	-3.3%	-7.9%	9.5%	2.5	16.5%	-14.4%	-2.2	3.8%
CC(NC(=O)c1ccncc1)C(c1cccs1)N1CCOCC1 (stereo not drawn)	-13.9%	-4.7%	-0.8%	17.3%	nt	-6.3%	2.5%	-0.5	8.4%
N#C/C(=C/c1ccc(C(=O)O)cc1)C(=O)NCc1ccccc1	-34.1%[11.6 µM]	8.8%	-0.5%	11.1%	nt	15.7%	-1.2%	-1.2	3.5%
Cc1cccnc1NC(=O)C(C)Oc1ccccc1 (stereo not drawn)	-6.7%	8.0%	1.0%	12.6%	-0.1	-27.2%	-5.0%	0.5	5.2%
CCc1noc(C)c1C(=O)N1CCCSC1=Nc1ccccc1Cl	-1.3%	-12.8%	-0.8%	-8.1%	4.8	11.7%	-9.0%	0.3	5.3%
CCC(=O)N1N=C(c2cccc(NS(C)(=O)=O)c2)CC1c1cccs1 (stereo not drawn)	1.2%	-18.7%	-0.6%	-3.9%	2.9	nt	-6.3%	-0.6	-11.9%
O=C(c1ccccc1)N(Cc1nc2ccccc2c(=O)[nH]1)C1CCCCC1	0.2%	3.5%	8.4%	17.0%	0.9	11.4%	3.5%	-3.9	7.2%
c1ccc(NC2=NCCCCS2)cc1	2.1%	-1.2%	-2.9%	-1.9%	nt	10.2%	-10.5%	-1.3	10.8%

Some of the entries so far, with each value named:
> Cc1cc(C(=O)NC(C)CCc2ccccc2)ccc1[N+](=O)[O-] (stereo not drawn)
  WRN inhibitor: 5.3% | EPAC1 antag: -3.3% | aSyn rescue: -7.9% | Abeta rescue: 9.5% | PI5P4Ka inh: 2.5 | FUS suppressor: 16.5% | PLK1 PBD block: -14.4% | IL-2 act: -2.2 | EPAC1 agonist: 3.8%

> CC(NC(=O)c1ccncc1)C(c1cccs1)N1CCOCC1 (stereo not drawn)
  WRN inhibitor: -13.9% | EPAC1 antag: -4.7% | aSyn rescue: -0.8% | Abeta rescue: 17.3% | PI5P4Ka inh: nt | FUS suppressor: -6.3% | PLK1 PBD block: 2.5% | IL-2 act: -0.5 | EPAC1 agonist: 8.4%

> N#C/C(=C/c1ccc(C(=O)O)cc1)C(=O)NCc1ccccc1
  WRN inhibitor: -34.1%[11.6 µM] | EPAC1 antag: 8.8% | aSyn rescue: -0.5% | Abeta rescue: 11.1% | PI5P4Ka inh: nt | FUS suppressor: 15.7% | PLK1 PBD block: -1.2% | IL-2 act: -1.2 | EPAC1 agonist: 3.5%

> Cc1cccnc1NC(=O)C(C)Oc1ccccc1 (stereo not drawn)
  WRN inhibitor: -6.7% | EPAC1 antag: 8.0% | aSyn rescue: 1.0% | Abeta rescue: 12.6% | PI5P4Ka inh: -0.1 | FUS suppressor: -27.2% | PLK1 PBD block: -5.0% | IL-2 act: 0.5 | EPAC1 agonist: 5.2%

The list continues.
SMILES	WRN inhibitor	EPAC1 antag	aSyn rescue	Abeta rescue	PI5P4Ka inh	FUS suppressor	PLK1 PBD block	IL-2 act	EPAC1 agonist
CCN(CC)C1CCN(C(=O)c2ccc3nc(Cc4ccc(OC)cc4)oc3c2)C1 (stereo not drawn)	-1.9%	6.4%	-1.9%	-11.3%	1.7	-13.6%	4.1%	-0.4	0.2%
CCc1nc(C)ccc1OCC(=O)O	-32.9%	2.1%	2.7%	3.0%	-2.7	-16.1%	-8.4%	-0.1	12.7%
CCC1(C)SC(N)=NN1C(C)=O (stereo not drawn)	4.9%	-26.9%	0.1%	-8.3%	24.3	11.6%	-8.1%	-0.6	1.6%
C/C(O)=C(/C=Nc1ccccc1)C(=O)Nc1ccccc1	-14.9%	-12.2%	-0.3%	5.4%	12.7	-11.9%	-2.2%	-3.1	13.5%
CC12CCC(=O)N1C(C(=O)N1CCN(c3ccc([N+](=O)[O-])cc3)CC1)CS2 (stereo not drawn)	1.1%	7.6%	6.9%	0.0%	-15.8	nt	3.1%	-4.7	-4.6%
O=C(COC(=O)c1ccc(S(=O)(=O)N2CCOCC2)cc1)Nc1nc(-c2ccccc2)cs1	3.9%	-8.0%	9.4%	7.5%	1.2	14.9%	-0.6%	-0.3	-7.9%
COc1ccc(NC(=S)N2CCN(C)CC2)cc1	1.5%	13.0%	-0.5%	-4.6%	10.1	-6.0%	-2.8%	0.8	8.5%
CCOc1ccc(NC(=O)c2cccc(OC(=S)N3CCOCC3)c2)cc1	-1.9%[57.1 µM]	-10.3%	1.3%	4.8%	1.1	4.9%	-2.0%	0.3	-10.7%
CC(Sc1nc2ccccc2[nH]1)C(=O)Nc1ccccc1F (stereo not drawn)	-6.6%	-1.9%	-0.6%	-8.7%	2.2	0.4%	2.4%	-1.5	-4.0%
CCc1n[nH]c(=S)n1/N=C/c1ccccn1	?	-0.8%	-6.7%	5.2%	-6.6	15.3%	-11.1%	2.5	2.9%
COc1ccc(Cl)cc1NC(=O)CN1CCC(n2nnc3cc(C)ccc32)CC1	-3.9%	3.3%	-13.6%	14.0%	-1.9	17.7%	-2.1%	-2.6	4.2%
Cc1nnc2ccc(-c3cccc(NS(C)(=O)=O)c3)nn12	-2.5%	5.8%	-0.1%	-3.9%	-0.5	-19.9%	7.1%	-0.1	7.3%
COc1ccc(/C=C(\C#N)C(=O)NCCc2ccccc2)cc1OCc1ccccc1	-3.1%	6.6%	-1.9%	8.4%	-7.5	10.8%	-9.2%	2.5	9.3%
COc1cccc(C2=CC(=O)C[C@H](c3ccc4c(c3)OCO4)C2)c1	-1.0%	0.1%	0.1%	0.8%	-0.6	19.5%	-7.3%	-0.5	13.0%
